SENP7 block – SENP7 protease inhibition; inhibition, % at 5 µM; recombinant SENP7, Z-RLRGG-aminoluciferin luminescence, 40 min; 330,000 tested, 1.5% active;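 active = inhibition above about 50% at the single test dose, limit read from the data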;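 note: plate controls were DMSO with enzyme for no effect and no enzyme buffer wells for full effect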
Target sequence (Q9BQF6 706-1050 limits assumed): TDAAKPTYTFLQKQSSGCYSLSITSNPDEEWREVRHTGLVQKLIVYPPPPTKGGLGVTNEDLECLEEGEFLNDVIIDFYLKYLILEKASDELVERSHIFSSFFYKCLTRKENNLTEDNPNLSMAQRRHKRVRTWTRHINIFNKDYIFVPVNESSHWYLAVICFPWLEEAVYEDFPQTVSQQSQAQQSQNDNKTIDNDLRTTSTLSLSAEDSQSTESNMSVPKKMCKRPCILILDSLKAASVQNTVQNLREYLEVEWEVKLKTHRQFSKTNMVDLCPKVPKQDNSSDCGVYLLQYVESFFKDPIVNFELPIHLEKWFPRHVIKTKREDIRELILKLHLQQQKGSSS
UBC13 inh – human UBC13 polyubiquitination inhibition; 330,000 tested, 0.47% active; UBC13 polyubiquitin chain formation, TR-FRET; inhibition, % at 20 µM; in the data active = inhibition above about 45%, passing the limit was not always enough
Target sequence (P61088 whole entry, looked up): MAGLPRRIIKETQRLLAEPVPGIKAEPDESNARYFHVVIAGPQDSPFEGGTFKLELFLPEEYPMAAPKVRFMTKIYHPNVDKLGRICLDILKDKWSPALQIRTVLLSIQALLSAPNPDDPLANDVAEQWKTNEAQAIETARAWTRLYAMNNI
Jurkat NFkB inh – inhibitors of the PMA/ionomycin-induced NF-kB reporter in Jurkat cells. PMA/ionomycin-induced NF-kB luciferase reporter, luminescence. AID 435003. 330,000 tested, 0.53% active. inhibition, % at 4 µM
HKDC1 inh – inhibitors of human hexokinase HKDC1 | Q2TB90 | recombinant HKDC1, G6PDH/diaphorase resazurin coupled fluorescence | inhibition, % at 20 µM | 340,000 tested, 0.16% active;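 active = inhibition above about 35% when tested at 20 µM, limit read from the data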;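 note: plate controls were DMSO wells with enzyme for no effect and DMSO wells lacking enzyme for full effect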
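System: Recombinant HKDC1 hexokinase | Amount: HKDC1 at 5 µg/mL | Reagent: Glucose with 1 mM ATP | Doses: Single 20 µM dose | Incubation: Reaction time 90 min, room temperature, protected from light | Signal: Coupled resazurin fluorescence, excitation 525 nm, emission 613 nm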
Apaf-1 inh – human Apaf-1 inhibition | reconstituted apoptosome caspase-3 activity, DEVD-Rh110 fluorescence | inhibition, % at 20 µM | 330,000 tested, 0.71% active; active = inhibition of at least 40% at 20 µM;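 note: plate controls were DMSO wells for no effect and DEVD-CHO caspase inhibitor wells for full effect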
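Material: reconstituted apoptosome with Apaf-1, cytochrome c, caspase-9, procaspase-3, dATP. Technique: Rh110 fluorescence intensity. Buffer or medium: pH 7.5 Hepes buffer with CHAPS, BSA, DTT. Times: 30 min plus 50 min, RT.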
697 NFkB inh – lowers PMA/ionomycin-induced NF-kB signal in 697 B cells. inhibition, % at 4 µM. 330,000 tested, 0.33% active. 697 B-cell NF-kB luciferase reporter, 16 h. AID 435022; in the data active = inhibition above about 35%
Gli-Sufu antag – blocks Gli-Sufu signaling in a luciferase reporter. Sufu-KO-LIGHT fibroblasts, Gli luciferase reporter luminescence. 340,000 tested, 0.74% active. inhibition, % at 5 µM;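 active = inhibition above about 55%, limit read from the data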;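 note: 0% = DMSO-treated cells and 100% = wells with medium but no cells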
SENP8 inh – SENP8 protease inhibition. 330,000 tested, 1.2% active. purified SENP8, Z-RLRGG-aminoluciferin cleavage, luminescence. Q96LD8. inhibition, % at 10 µM
Target sequence (Q96LD8 whole entry, looked up): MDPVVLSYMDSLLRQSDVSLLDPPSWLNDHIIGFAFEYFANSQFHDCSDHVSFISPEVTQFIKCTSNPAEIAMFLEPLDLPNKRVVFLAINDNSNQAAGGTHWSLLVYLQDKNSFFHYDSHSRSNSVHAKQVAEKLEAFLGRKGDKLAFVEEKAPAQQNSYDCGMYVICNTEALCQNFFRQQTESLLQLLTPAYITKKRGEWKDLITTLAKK
Active calls of the source: *; nt = no result given. Cut-off read from the data, not from the text of the source, unless noted: active = inhibition above about 50%; inactive = the rest.

SMILES | SENP7 block | UBC13 inh | Jurkat NFkB inh | HKDC1 inh | Apaf-1 inh | 697 NFkB inh | Gli-Sufu antag | SENP8 inh
Cc1cccc(NC(=O)CN2C(=S)NC(C)(C)CC2C)c1 (configuration not stated) | 10 | 8 | 18 | 1 | 1 | -28 | -2 | -2
CCc1c(C)nc2c(-c3ccccc3OC)c(C)[nH]n2c1=O | -8 | -4 | -22 | -6 | -1 | -38 | 4 | -5
CCCCCCC(=O)N(O)C1CC(=O)N(c2ccc(C)cc2)C1=O (configuration not stated) | -1 | 5 | -15 | -2 | -5 | 26 | -5 | 2
Cc1cc(CC(C)C)n(-c2nc3ccccc3c(=O)n2OCC(=O)N(C)C)n1 | 0 | -3 | -4 | -10 | -6 | -14 | -2 | 5
CSCCC(NC(=O)C1CC1)c1nc2ccccc2[nH]1 (configuration not stated) | 3 | 7 | 0 | -13 | -4 | 3 | 6 | 4
Cc1noc(C)c1NC(=O)N(C)C[C@@H]1Oc2ccc(NS(=O)(=O)c3c(C)noc3C)cc2C(=O)N([C@H](C)CO)C[C@H]1C | -5 | -16 | -17 | -4 | 0 | -3 | 3 | -4
O=C(NCCCC1CCCC1)C1CCC(=O)N(Cc2cccc(C(F)(F)F)c2)C1 (configuration not stated) | 1 | 4 | -8 | 5 | 27 | -8 | -14 | -1
O=S(=O)(NCc1ccc2c(c1)OCO2)c1ccc2c(c1)oc1ccccc12 | 8 | -1 | 8 | 17 | -2 | -4 | 3 | 7
CC(C)(C)c1ccc(OCCCn2ccnc2)cc1 | 9 | 15 | -2 | 5 | 6 | -6 | 12 | 1
O=C(NCc1cn2ccsc2n1)c1cccs1 | 0 | 2 | -15 | 0 | 2 | 2 | -3 | -3
COc1cc(NC(=O)c2ccc(N)nc2)cc(C(=O)Nc2cccc(C(F)(F)F)c2)c1 | -4 | 20 | -24 | 13 | 0 | -37 | 4 | 0
CCN(c1ccccc1)c1nc(=O)c2cccnc2s1 | 6 | 8 | 6 | -8 | -5 | 6 | -4 | 3
N#CCCn1c(=O)n(CCC#N)c2ccccc21 | 0 | 3 | -10 | -9 | 9 | 16 | 5 | -4
CC1Cc2ccccc2N1S(=O)(=O)c1cccs1 (configuration not stated) | 4 | -2 | -2 | -11 | -8 | 21 | 45 | 11
CC1(C)N=C(/C=N/O)C=[N+]1[O-] | 14 | -3 | 10 | 0 | 3 | 4 | 0 | -8
COc1cc2c(cc1OC)CN(C(=O)c1ccc([N+](=O)[O-])o1)CC2 | 7 | -4 | 15 | -1 | -4 | 23 | -5 | 10
COc1ccc(C2C(Oc3ccccc3)C(=O)N2c2ccc(C)c(C)c2)cc1OC (configuration not stated) | 0 | 1 | 1 | 0 | 10 | 3 | 13 | 4
O=C(NCC1CCCO1)c1cc(-c2ccccc2)nc2ccccc12 (configuration not stated) | 10 | -16 | -13 | -4 | -7 | 9 | -2 | -12
CC(c1ccccc1)N1C(=O)c2ccccc2C1(O)Cc1ccccc1 (configuration not stated) | 2 | 3 | 11 | 12 | 11 | 6 | -10 | 3
CCn1c(SCc2cccc(OC)c2)nc2ccccc2c1=O | 14 | 13 | 13 | 0 | 17 | -4 | -4 | -3
CC(C)Cc1oc(C(=O)O)cc1CN | 0 | -2 | -11 | -16 | -12 | 10 | 28 | -2
COc1ccc(C(=O)C(=O)c2ccc(OCCO)cc2)cc1 | 2 | -39 | 1 | -4 | 13 | -1 | -9 | 7
CCCCCn1c(CCC(=O)Oc2ccccc2OC)nc2c1c(=O)[nH]c(=O)n2CCCC | 4 | 3 | 9 | -2 | 9 | -8 | -1 | -3
CCCc1ncc(CN2CCC(C(=O)Nc3cccc(-c4cscn4)c3)CC2)cn1 | 13 | -4 | 15 | -7 | 0 | -24 | -6 | -6
N#Cc1ccc(C23CC4(C2)[C@H](CN(Cc2ccc(-c5ccccc5)cc2)[C@@H]4c2ccccc2)C3c2ccccc2)cc1 (some centres not stated) | 1 | -27 | 11 | 0 | 20 | 16 | 12 | -1
Cc1ccc(Cc2cnc(NC(=O)C3=NCCN3)s2)cc1 | -2 | -14 | -7 | nt | -6 | -13 | nt | 2
Cc1cc(C)c(C)c(N=Nc2nc3ccccc3n2C)c1C | 6 | -28 | -39 | 1 | 22 | -57 | -13 | 8
CN(C)/C=C1/C=C(C=O)OC1=O | 2 | 0 | 5 | 7 | -1 | 23 | 1 | 5
CC1Cc2ccccc2N1C(=O)CSc1nc2cc3c(cc2cc1C#N)OCO3 (configuration not stated) | 7 | 32 | -11 | -2 | 11 | 12 | 20 | -3
Cc1nc(-c2cccnc2)sc1C(=O)Nc1ccc(C(F)(F)F)cc1 | -7 | -14 | -7 | -1 | 25 | -82 | 14 | -6
O=C(CSc1nc2ccccc2s1)N1c2ccccc2Sc2ccccc21 | -3 | -3 | 10 | 5 | 14 | -3 | 6 | 4
COc1ccc(-n2c(C)c(C(=O)O)c3cc(OC)c4ccccc4c32)cc1 | -3 | 9 | -5 | 8 | -5 | 15 | -2 | 0
Cc1csc(=O)n1CC(=O)OCc1nnc(-c2ccccc2)o1 | 1 | 2 | -11 | 4 | -5 | 3 | 3 | -1
CN(C)S(=O)(=O)c1cccc(NC(=S)NC23CC4CC(CC(C4)C2)C3)c1 | -4 | 4 | 1 | 1 | 35 | -6 | -5 | 0
COc1ccc(/C=C/C(=O)Nc2ccccc2)cc1OC | 3 | -12 | -85 | -1 | -13 | -40 | 44 | -8
O=c1c2ccccc2nc2n1C(CSc1ccc(F)cc1)CN2 (configuration not stated) | 2 | 1 | -7 | -1 | 12 | 16 | 0 | 4
COc1ccc(NC(=O)[C@@H]2CCCN2C(=O)[C@@H]2Cc3ccccc3CN2C(=O)OC(C)(C)C)cc1 | 7 | -8 | -5 | 2 | 19 | -24 | -15 | -3
COc1ccc(OCC(=O)N/N=C(\C)c2ccc(OC)cc2)cc1 | -6 | -12 | -9 | -4 | 10 | 1 | 38 | -8
Cc1ccccc1N1CC(c2nc3ccccc3[nH]2)CC1=O (configuration not stated) | 5 | 9 | 16 | -12 | -9 | 27 | 0 | 3
CC(C)(C)c1ccc(C2(C)NC(=O)NC2=O)cc1 (configuration not stated) | 10 | 5 | 0 | 0 | 1 | 7 | 20 | 6

Grouped by structure: the entries above containing a cyano group.
SMILES | SENP7 block | UBC13 inh | Jurkat NFkB inh | HKDC1 inh | Apaf-1 inh | 697 NFkB inh | Gli-Sufu antag | SENP8 inh
N#CCCn1c(=O)n(CCC#N)c2ccccc21 | 0 | 3 | -10 | -9 | 9 | 16 | 5 | -4
N#Cc1ccc(C23CC4(C2)[C@H](CN(Cc2ccc(-c5ccccc5)cc2)[C@@H]4c2ccccc2)C3c2ccccc2)cc1 (some centres not stated) | 1 | -27 | 11 | 0 | 20 | 16 | 12 | -1
CC1Cc2ccccc2N1C(=O)CSc1nc2cc3c(cc2cc1C#N)OCO3 (configuration not stated) | 7 | 32 | -11 | -2 | 11 | 12 | 20 | -3

New compounds follow
SMILES | SENP7 block | UBC13 inh | Jurkat NFkB inh | HKDC1 inh | Apaf-1 inh | 697 NFkB inh | Gli-Sufu antag | SENP8 inh
O=C1CC(c2cccc([N+](=O)[O-])c2)c2ccc3ccccc3c2N1 (configuration not stated) | -3 | 3 | 0 | 4 | 13 | 20 | 5 | -2
CCCCN1C(=O)C(=O)N(CC(=O)Nc2cc(S(=O)(=O)N(C)C)ccc2C)C1=O | 5 | 0 | 5 | 4 | -2 | 6 | 1 | 10
O=C(CC1NCCc2ccccc21)Nc1ccccc1Cl (configuration not stated) | -3 | -7 | -34 | -7 | -6 | -51 | 8 | 4
O=C(C1=C[C@@H](c2csc3ccccc23)C[C@@H](OCCCCO)O1)N1CCN(Cc2ccc3c(c2)OCO3)CC1 | -11 | 10 | -7 | 1 | 29 | -25 | -8 | -10
COc1ccc(NC(=O)CCCc2ccccc2)c(OC)c1 | 1 | 7 | -3 | 4 | -5 | 7 | -10 | 5
CCOc1cc(C(=O)Nc2ccccc2N2CCOCC2)ccc1OCC(=O)N1CCOCC1 | 5 | 2 | 7 | -6 | -6 | 16 | 11 | 7
CC(=O)N1c2ccc(S(=O)(=O)NCCc3ccccc3)cc2CC1C (configuration not stated) | -3 | 4 | 12 | 4 | 9 | 1 | 44 | 3
CN(C)S(=O)(=O)c1cccc(NC(=O)C2Cc3ccccc3CN2C(=O)c2ccccc2)c1 (configuration not stated) | -8 | 2 | 0 | 2 | 17 | 0 | 0 | 3
CC(/C=N/n1c(-c2ccccn2)n[nH]c1=S)=C\c1ccccc1 | 0 | -25 | -10 | -2 | -8 | -25 | 0 | -4
CSc1ccc(/C=C2\CCn3c2nc2cc(C(=O)O)ccc2c3=O)cc1 | 6 | -3 | -2 | 7 | 14 | -1 | 9 | 1
NS(=O)(=O)c1cc(C(=O)NCC2CCCCC2)ccc1Cl | 7 | 8 | -10 | -4 | 0 | 18 | 39 | -3
COCCCN1C(=O)C(=O)/C(=C(/O)c2ccc(OC)cc2)C12C(=O)N(C)c1ccccc12 (configuration not stated) | 5 | -11 | -4 | -5 | 4 | 11 | 20 | -2
CC(=O)N1CCN(S(=O)(=O)c2ccc(S(=O)(=O)NC3CC3)cc2)CC1 | 1 | -3 | -4 | 5 | 4 | 21 | -15 | 11
COc1ccccc1-c1ocnc1C(=O)N1CCN(C(=O)C(c2ccccc2)c2ccccc2)CC1 | -3 | -3 | -12 | -4 | 15 | -3 | -14 | -13
COCCN=C1NN=C(c2cc(C)n(CC3CCCO3)c2C)CS1 (configuration not stated) | 1 | 6 | -1 | -18 | 7 | -6 | -2 | 5
Cc1ccc(S(=O)(=O)N(C)C)cc1NC(=O)COC(=O)Cc1ccsc1 | 5 | -2 | -1 | -1 | -1 | -6 | -4 | -2
CCOC(=O)c1sc(N(Cc2ccccc2)C(=O)CSc2nnc(C3CC3)n2N)nc1C | -5 | 37 | -17 | -2 | 4 | -14 | -29 | -15
CCSc1nnc(NC(=O)c2ccc(C)cc2)s1 | 53* | 18 | -49 | -7 | -17 | -91 | -83 | 43
CCc1nc(OCc2ccccc2)c2sc3nc4c(cc3c2n1)COC(C)(C)C4 | -6 | 13 | 0 | -8 | 14 | -21 | 0 | -9
CCOc1ccc(NC2OC(CO)C(O)C(O)C2O)c([N+](=O)[O-])c1 (configuration not stated) | 11 | -59 | 16 | -3 | 2 | -1 | 7 | -7
CC1(C)Cc2ccccc2-c2nnc(-c3ccccn3)n21 | -9 | -8 | -6 | -10 | -6 | -3 | 38 | -11
CC(=O)NC(Cc1cccc(C)c1)C(=O)NC1CCN(C(=O)c2ccc([N+](=O)[O-])cc2)CC1 (configuration not stated) | 6 | 2 | 5 | -9 | -6 | 14 | -4 | 0
CCC(C)(C)NC(=O)C(c1ccccn1)N(C(=O)c1csnn1)C1CCCCC1 (configuration not stated) | 6 | 2 | 2 | 1 | 0 | -1 | -2 | 2
COC(=O)[C@]1(Cc2ccccc2)N[C@H](c2ccc(-c3cccc(Cl)c3)cc2)[C@@H]2C(=O)N(C)C(=O)[C@@H]21 | -5 | -6 | 24 | 3 | 19 | 9 | 9 | -1
O=c1oc2c(-c3cccc(F)c3)cc(O)cc2s1 | 3 | 10 | 0 | 7 | 9 | -16 | 20 | -2
O=C(N/N=C/c1ccc(O)cc1)NC12CC3CC(CC(C3)C1)C2 | -3 | 7 | 9 | 1 | 19 | -15 | -8 | -1
O=C(Cn1c(=O)n(CC2CCCO2)c(=O)c2ccccc21)N1CCN(c2ccccc2)CC1 (configuration not stated) | 0 | -2 | 3 | 3 | 5 | 11 | 7 | -5
Cc1cccc(Cc2nnc(CCC(=O)N3CCCCC3c3nccs3)o2)c1 (configuration not stated) | 1 | -5 | 1 | -5 | 3 | 6 | 2 | 2
Cc1cccc2c1cnn2C(=O)CCC(=O)NCC(C)c1ccccc1 (configuration not stated) | 13 | -2 | -10 | 6 | 0 | 7 | 2 | -6

Three records drawn at random from the list so far:
SMILES | SENP7 block | UBC13 inh | Jurkat NFkB inh | HKDC1 inh | Apaf-1 inh | 697 NFkB inh | Gli-Sufu antag | SENP8 inh
CCc1nc(OCc2ccccc2)c2sc3nc4c(cc3c2n1)COC(C)(C)C4 | -6 | 13 | 0 | -8 | 14 | -21 | 0 | -9
CC1Cc2ccccc2N1S(=O)(=O)c1cccs1 (configuration not stated) | 4 | -2 | -2 | -11 | -8 | 21 | 45 | 11
Cc1cccc(Cc2nnc(CCC(=O)N3CCCCC3c3nccs3)o2)c1 (configuration not stated) | 1 | -5 | 1 | -5 | 3 | 6 | 2 | 2

Source: PubChem
